Bioassay records as filed in PubChem.
JMJD2C inh: inhibitors of human GASC-1 (JMJD2C) demethylase; 330,000 compounds, 0.069% hits; GST-JMJD2C(1-420) H3K9me3 demethylation, DELFIA europium; inhibition, % at 2.35 µM; AID 2099;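 active = more than half of a compound's replicate wells show inhibition beyond 50%, single wells judged on their own value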;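 also: signal counts dimethyl H3K9 product captured on neutravidin plate; 0% = median of DMSO wells and 100% = 0.3 times that DMSO median; strong numbers were not always called active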
proCasp7 act: counter-screen for procaspase-3 activators: activators of human procaspase-7; AID 463210; P55210; activation, % at 8.5 µM; recombinant procaspase-7, Ac-DEVD-pNA absorbance 405 nm; D23A/D198A/D206A triple mutant, cannot self-cleave; scale: DMSO 0, 5 µM enzyme 100; 330,000 compounds, 0.093% hits;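 active = percent activation above the screen-wide mean plus 3 SD, cut at about 25% in these data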
Target sequence (P55210 whole entry D23A/D198A/D206A): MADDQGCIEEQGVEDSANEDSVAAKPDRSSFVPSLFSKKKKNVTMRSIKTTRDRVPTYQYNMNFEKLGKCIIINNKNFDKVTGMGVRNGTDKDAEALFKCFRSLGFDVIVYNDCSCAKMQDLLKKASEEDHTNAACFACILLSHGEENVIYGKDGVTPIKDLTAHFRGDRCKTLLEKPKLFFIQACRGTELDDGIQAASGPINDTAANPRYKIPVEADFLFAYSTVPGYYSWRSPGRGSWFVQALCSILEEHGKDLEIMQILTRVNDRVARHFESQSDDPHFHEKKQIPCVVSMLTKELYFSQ
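Replicates: singlicate. Assay system: Procaspase-7 triple mutant (PC-7 D3A). Signal: 405 nm absorbance of p-nitroaniline. Times: 1 h preincubation, 2 h reaction. Buffer or medium: Zinc-free HEPES pH 7.4 with 300 mM NaCl, 0.01% Triton X-100. Also added: DEVD-pNA substrate. Benchmarks: DMSO wells as 0%, DMSO with 5 µM added PC-7 as 100%.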
PP1 counter: counter-screen for PP5 inhibitors: inhibitors of human PP1-alpha; P62136; purified PP1alpha, OMFP fluorescence; inhibition, % at 6.7 µM; 320,000 compounds, 0.9% hits; AID 2235;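 active = inhibition above the mean inhibition of all tested compounds plus 3 SD, computed separately for each screening campaign, cut at about 15% in these data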
Target sequence (P62136 whole entry, looked up): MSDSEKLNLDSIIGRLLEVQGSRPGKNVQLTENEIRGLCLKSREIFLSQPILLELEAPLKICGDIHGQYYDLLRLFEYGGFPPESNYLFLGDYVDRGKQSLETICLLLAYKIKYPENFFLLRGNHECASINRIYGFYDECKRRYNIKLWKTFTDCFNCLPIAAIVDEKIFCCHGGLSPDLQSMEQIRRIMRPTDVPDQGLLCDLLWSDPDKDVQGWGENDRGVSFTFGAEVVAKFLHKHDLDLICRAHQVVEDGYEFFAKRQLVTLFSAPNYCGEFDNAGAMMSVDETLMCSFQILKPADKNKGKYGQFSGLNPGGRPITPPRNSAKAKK
PP5 primary: inhibitors of human protein phosphatase 5 (PP5); P53041; purified PP5c, OMFP substrate fluorescence; inhibition, % at 6.7 µM; 320,000 compounds, 0.18% hits;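 active = inhibition above the campaign's mean inhibition across all tested compounds plus 3 SD, cut at about 9.5% in these data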;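 also: 0% = DMSO only and 100% = 100 µM cantharidin control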
CTSL1 counter: blocks F. hepatica cathepsin L1 in PFM18AAP counter-screen; 300,000 compounds, 0.49% hits; inhibition, % at 5.96 µM; AID 1906; recombinant F. hepatica cathepsin L1, Z-Leu-Arg-MCA fluorescence;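 active = inhibition above the mean of all tested compounds plus 3 SD, set per screening campaign, cut at about 17% in these data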;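 also: 0% = plate median of test compound wells and 100% = 1 µM Z-Phe-Ala-diazomethylketone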
VLA-4 inh: inhibition in a human VLA-4 binding assay; VLA-4 expressing cells, ligand binding flow cytometry; inhibition, % (about 7 µM as worked out from the volumes in the protocol); 330,000 compounds, 0.2% hits; in the data active = inhibition above about 50%
GRK2 inh: inhibitors of human GRK2 displacing RNA aptamer; AID 488847; inhibition of aptamer binding, % at 10 µM; bead flow cytometry, FAM-aptamer displacement from GRK2; 330,000 compounds, 0.59% hits;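 active = inhibition of aptamer binding above 40%, roughly 3 SD of noise, on plates passing a quality check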;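 also: median bead fluorescence of bound FAM aptamer so fluorescent compounds give negative values; no value below 0 was filed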
procasp3 activ: activators of human procaspase-3. recombinant procaspase-3 D3A, Ac-DEVD-pNA absorbance 405 nm. P42574. 330,000 compounds, 0.11% hits. activation, % at 8.5 µM;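 active = activation above the mean of all tested compounds plus 3 SD, cut at about 21% in these data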;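 also: 0% = DMSO alone and 100% = DMSO wells spiked with extra 5 µM PC-3 D3A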
Target sequence (P42574 whole entry D9A/D28A/D175A): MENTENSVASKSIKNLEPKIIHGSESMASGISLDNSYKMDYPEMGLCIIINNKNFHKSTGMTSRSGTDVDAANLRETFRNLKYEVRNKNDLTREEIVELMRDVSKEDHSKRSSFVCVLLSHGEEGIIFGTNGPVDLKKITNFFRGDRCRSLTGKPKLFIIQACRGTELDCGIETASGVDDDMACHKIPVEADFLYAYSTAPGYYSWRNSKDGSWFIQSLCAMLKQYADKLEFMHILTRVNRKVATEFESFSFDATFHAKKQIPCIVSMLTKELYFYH
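Test system: Procaspase-3 D3A mutant, all three cleavage aspartates alanine | Dosing: Single dose, 8.5 µM nominal compound, 0.8% DMSO | Schedule: 1 h preincubation, 2 h reaction | Technique: 405 nm absorbance of p-nitroaniline, reads at 0 and 120 min | Repeats: One well per compound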
core dimer inh: HCV core protein dimerization inhibition; inhibition, % at 5 µM; 300,000 compounds, 0.33% hits; TR-FRET GST/Flag-core106 dimerization, 1536-well;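 active = inhibition above the mean of all tested compounds plus 3 SD, set per screening campaign, cut at about 45% in these data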
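Material: GST/Flag-tagged HCV core106 proteins. Incubation: 4 h, 22.5 °C incubation. Read-out basis: inhibition (%) from 671 over 617 nm ratio. Measured by: TR-FRET, excitation 340 nm, emission 617 and 671 nm.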
Numbers without * were called inactive; . = not tested or not shown.

Order of values: JMJD2C inh, proCasp7 act, PP1 counter, PP5 primary, CTSL1 counter, VLA-4 inh, GRK2 inh, procasp3 activ, core dimer inh
1) CCOC(=O)N1CCN(C(=O)c2ccc(OC)c(OC)c2)CC1
→ 1, 1, -1, 1.6, -4, 1, 4, 9, 6
2) CC(C)(C)C(=O)NC(=S)NNC(=O)C(c1ccccc1)c1ccccc1
→ 0, 0, 6, -1.5, 0, 2, 0, 7, 2
3) Cc1cc(N2CCOCC2)nc2ccc(NC(=O)CCC(=O)N3CCCCC3)cc12
→ -7, 2, 5, -1.1, 5, -5, 2, 10, -4
4) COc1ccccc1C(=O)N1CC(=O)Nc2ccc(C)cc2C1c1ccc(F)cc1 (stereo not drawn)
→ 17, 1, -3, -0.3, 0, 0, 0, 7, 12
5) COc1ccc(-n2c(CNc3ccc(C)cc3)nnc2SCC(=O)Nc2nc(-c3ccccc3)cs2)cc1
→ 11, 2, 6, 0.1, -1, 0, 0, 8, 10
6) CN1C(=O)C(=O)/C(=C(/O)c2ccc(Br)cc2)C1c1ccccc1F (stereo not drawn)
→ -9, 5, 1, -0.3, 4, 14, 1, 2, -2
7) O=C(CSC1=NCCN1)NC(c1ccccc1)c1ccccc1
→ 2, 5, 4, -1.9, -2, -6, 0, -7, 0
8) Cc1cc(NC(=O)c2cccc(C(=O)Nc3cc(C)on3)n2)no1
→ 1, 0, -4, 2.6, -1, 5, 4, 6, -3
9) COc1ccc(S(=O)(=O)N2CCC(C(=O)NC(c3nc4ccccc4[nH]3)C(C)C)CC2)cc1 (stereo not drawn)
→ 11, 1, -3, 1.4, ., -4, 0, 9, .
10) COc1ccc(-n2c3c(cc(C(=O)NC4CCSC4=O)c2=O)C(=O)CC(C)(C)C3)cc1 (stereo not drawn)
→ 5, -12, -5, 2.4, 0, 27, 0, 1, 0
11) Cc1ccc(C(=O)c2oc3ccc(Cl)cc3c2NC(=O)CN2CCN(C)CC2)cc1
→ 12, 0, 4, -1.0, -5, 12, 0, -3, -3
12) Cc1ccc(C2(O)C(=O)c3ccccc3C2=O)c(O)c1C
→ 2, 10, -6, -0.4, -4, 10, 0, -2, -2
13) Cc1ccc(N2C(=O)c3cccc4cccc(c34)C2=O)cc1
→ 8, -4, -4, 1.1, -4, -1, 0, 3, 0
14) O=C(Nc1cccnc1)c1ccc(S(=O)(=O)c2ccccc2)cc1
→ -9, -2, 2, 4.2, -9, 6, 4, -5, -7
15) O=C(N/N=C/c1cccs1)c1cccc2cc[nH]c12
→ 33, 0, -3, 0.7, -1, 10, 0, 0, -7
16) CN(C(=O)CN1CCN(c2ccc([N+](=O)[O-])cn2)CC1)c1ccccc1
→ 0, -6, -4, 1.4, 4, 9, 0, 3, 3
17) COc1ccc(/C=N/NC(=O)c2cccc(Br)c2)cc1CN1CCOCC1
→ 4, 10, -5, -0.4, -1, 0, ., 5, -2
18) Cc1ccccc1N1C(=O)C(Cl)=C(N2CCN(c3ccccc3)CC2)C1=O
→ -9, -17, -2, 0.6, 5, 5, 0, -11, 13
19) Cc1csc(NC(=O)C2CCN(S(=O)(=O)c3ccccc3F)CC2)n1
→ -2, 4, 0, -1.5, 1, 0, 0, -4, 2
20) CCCN1C(=O)/C(=N\OCC(=O)NC23CC4CC(CC(C4)C2)C3)c2ccccc21
→ 0, 0, 3, 1.4, -2, ., 0, 10, 11
21) CCOc1ccc(N(C(=O)c2snc(C(N)=O)c2N)C(CC)C(=O)NC2CCCC2)cc1 (stereo not drawn)
→ -2, 3, 0, 2.5, 3, -3, 1, 9, 13
22) O=C(NCc1cccs1)c1cc(-c2ccccc2)nn1CC1CC(c2cccc([N+](=O)[O-])c2)=NO1 (stereo not drawn)
→ 5, 2, 2, 3.5, -1, ., ., 5, 14
23) CC/C(=N\NC(=O)c1ccc(-c2ccccc2)cc1)C12CC3CC(CC(C3)C1)C2
→ -1, -8, 4, -0.5, 0, 11, 0, -2, 11
24) CCOc1cc(/C=N/N2C(=O)NC3(CCCCC3)C2=O)cc(Br)c1O
→ -1, 14, -3, -2.7, 2, -13, 2, 2, -6
25) COc1ccc(O)c(/C=N/NC(=O)c2ccc(CSc3nc(C)cc(C)n3)cc2)c1
→ 13, -4, 8, 1.3, 2, -12, 0, 2, 15
26) Cc1ccc(OCCOc2ccc(S(=O)(=O)N3CCCC3)cc2C(N)=O)cc1
→ ., 4, 2, 1.7, ., 1, 1, 8, .
27) CCS(=O)(=O)N1CCN(c2ccc(S(=O)(=O)N3CCOCC3)cc2)CC1
→ -12, 5, -3, 0.0, -1, -4, 2, 0, -3
28) CN1CCN2c3ccccc3Cc3ccccc3C2C1 (stereo not drawn)
→ -11, -5, -7, 4.2, 0, -19, 0, 3, -11
29) COc1ccc(C2/C=C\CN(CC(C)C)CC(=O)N2Cc2ccc(F)cc2)cc1 (stereo not drawn)
→ 0, 1, 7, 4.8, 1, ., ., -3, -10
30) Cc1nc(NCc2cccnc2)c2c3c(sc2n1)CCCC3
→ 0, 2, 2, 3.9, 2, 10, 0, 4, 0

Rewritten in transposed form: part of the list above
19: Cc1csc(NC(=O)C2CCN(S(=O)(=O)c3ccccc3F)CC2)n1
20: CCCN1C(=O)/C(=N\OCC(=O)NC23CC4CC(CC(C4)C2)C3)c2ccccc21
21: CCOc1ccc(N(C(=O)c2snc(C(N)=O)c2N)C(CC)C(=O)NC2CCCC2)cc1 (stereo not drawn)
22: O=C(NCc1cccs1)c1cc(-c2ccccc2)nn1CC1CC(c2cccc([N+](=O)[O-])c2)=NO1 (stereo not drawn)
compound no.,19,20,21,22
JMJD2C inh,-2,0,-2,5
proCasp7 act,4,0,3,2
PP1 counter,0,3,0,2
PP5 primary,-1.5,1.4,2.5,3.5
CTSL1 counter,1,-2,3,-1
VLA-4 inh,0,.,-3,.
GRK2 inh,0,0,1,.
procasp3 activ,-4,10,9,5
core dimer inh,2,11,13,14

Some values from above.
core dimer inh, `CCCN1C(=O)/C(=N\OCC(=O)NC23CC4CC(CC(C4)C2)C3)c2ccccc21` is entered as 11
PP5 primary, `COc1ccc(C2/C=C\CN(CC(C)C)CC(=O)N2Cc2ccc(F)cc2)cc1` (stereo not drawn) is entered as 4.8

Other results follow:
Order of values: JMJD2C inh, proCasp7 act, PP1 counter, PP5 primary, CTSL1 counter, VLA-4 inh, GRK2 inh, procasp3 activ, core dimer inh
31) Cc1nc2ccsc2c(=O)n1-c1ccc(Cl)cc1
→ -8, 5, -3, 0.9, 0, -1, 0, 3, 13
32) CCN(c1ccccc1)S(=O)(=O)c1cc(C(=O)Nc2cccc(Cl)c2)ccc1F
→ -7, 13, 3, 4.2, -3, 22, 0, 3, 4
33) Cc1ccc2nc3c(c(N)c2c1)CCN3C
→ 8, -13, -1, 2.1, 1, -1, 0, 0, -8
34) Cc1cc(NC(=O)Nc2cccc(C(F)(F)F)c2)no1
→ 5, -2, 0, 4.5, 1, -2, 0, 0, -5
35) O=C(CN1C2=NCCN2c2ccccc21)N1CCOCC1
→ 6, 3, -5, 2.0, 2, -4, 1, 1, -2
36) Cc1ccc(N(C)S(=O)(=O)c2cccc(C(=O)NCC(c3cccs3)N3CCOCC3)c2)cc1 (stereo not drawn)
→ 8, -6, 2, -0.8, 0, -6, 0, 5, 4
37) COc1ccc(OC)c(Cc2nnc(CCC(=O)N3CCCCC3)o2)c1
→ 0, 4, 0, 0.5, -5, -4, 0, -1, -1
38) CCn1ccnc1CN(C)C(=O)c1cc(COc2ccccc2SC)on1
→ -3, 2, -1, -1.4, -1, 3, 0, -1, 8
39) OCCC#Cc1c(-c2ccsc2)sc2ccccc12
→ -2, -15, 0, 2.8, -1, -11, 0, 1, -44
40) CC(C)CNS(=O)(=O)c1ccccc1C(=O)N1CCCCC1
→ 2, 0, 1, 1.8, -1, -11, 11, 6, -5
41) CCc1nnc(SCC(=O)Nc2ccc3ccccc3c2)n1N
→ 3, 5, ., ., ., 9, 0, 3, .
42) Cc1cc(N/N=C/c2ccccc2F)nc(NCc2ccccc2)n1
→ 9, 5, 7, 1.5, 2, 4, 0, -13, 3
43) Cc1c(C(=O)NCCCN2CCCC2=O)oc2c(Cl)cccc12
→ -2, -3, -3, -1.1, 3, 6, 0, -5, 1
44) O=S(=O)(c1ccc(Cl)s1)N1CCC2(CC1)OCCO2
→ -24, 19, -2, 2.0, -3, 21, 0, 5, 1
45) COc1cc(NC(=O)c2ccccc2F)c(OC)cc1NC(=O)CN1CCOCC1
→ 4, -1, -2, 0.8, 2, 4, 0, -6, 1
46) Cc1ccc(NC(=O)CN(C)C(=O)CSc2n[nH]c(N)n2)cc1
→ 24, 4, 1, 0.4, 4, 11, 0, 3, -3
47) C[C@H](NC(=O)c1nc[nH]c1C(=O)NCC(=O)OC(C)(C)C)c1ccccc1
→ 5, 7, 1, 2.0, 4, -1, 0, -4, 2
48) COc1ccc2cc(/C=N/NC(=O)CN(c3ccccc3C)S(=O)(=O)c3ccccc3)c(Cl)nc2c1
→ 12, 8, 1, 0.3, -1, 3, 0, 1, 15
49) CCOC(=O)CSc1nc2sc3c(c2c(=O)[nH]1)CC(C)(CC)OC3 (stereo not drawn)
→ -4, -21, -7, 3.2, -1, -6, 0, -5, -3
50) Cc1ccc(S(=O)(=O)NC(C)C(=O)Nc2cccc([N+](=O)[O-])c2)cc1 (stereo not drawn)
→ -7, 6, 3, -1.3, -1, 32, 4, -3, -3

An excerpt from above in order of the VLA-4 inh value, low to high:
entry	smiles	VLA-4 inh
49	CCOC(=O)CSc1nc2sc3c(c2c(=O)[nH]1)CC(C)(CC)OC3 (stereo not drawn)	-6
12	Cc1ccc(C2(O)C(=O)c3ccccc3C2=O)c(O)c1C	10
46	Cc1ccc(NC(=O)CN(C)C(=O)CSc2n[nH]c(N)n2)cc1	11

Screen by screen, as entered above.
PP1 counter, entries 36 to 42, in order: 2, 0, -1, 0, 1, ., 7
